Bioassay records from PubChem.
CF NFkB block: inhibitors of PAF-induced NF-kB signaling, primary screen, cell-based, GFP fluorescence, uHTS; actives 0.86% (n = 360,000); inhibition, % at 5 µM; KKLEB NF-kB-GFP reporter, GFP fluorescence overnight; AID 588850, 2011;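 active = at least 50% inhibition at 5 µM, scaled per plate between neutral and stimulator controls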;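 note: PAF is a Pseudomonas aeruginosa culture filtrate used as stimulus; plate controls were PAF-stimulated DMSO wells for no effect and unstimulated DMSO wells for full effect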
NR2E3 ag-1: inhibitors of NR2E3-RetCOR corepressor binding, primary screen, NR2E3 agonist project, biochemical, TR-FRET, GST-NR2E3, biotin-RetCOR. Photoreceptor-specific nuclear receptor (Homo sapiens), Q9Y5X4. 1536-well. inhibition of corepressor binding, % at 4.78 µM. actives 0.12% (n = 320,000). AID 2300, 2010;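 active = percent inhibition above the cutoff of mean plus 3 SD of all tested compounds, set per screening campaign, cut at about 20% in these data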;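 note: 0% = DMSO wells and 100% = biotin wells as full block of FRET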
Target sequence (Q9Y5X4 whole entry, looked up): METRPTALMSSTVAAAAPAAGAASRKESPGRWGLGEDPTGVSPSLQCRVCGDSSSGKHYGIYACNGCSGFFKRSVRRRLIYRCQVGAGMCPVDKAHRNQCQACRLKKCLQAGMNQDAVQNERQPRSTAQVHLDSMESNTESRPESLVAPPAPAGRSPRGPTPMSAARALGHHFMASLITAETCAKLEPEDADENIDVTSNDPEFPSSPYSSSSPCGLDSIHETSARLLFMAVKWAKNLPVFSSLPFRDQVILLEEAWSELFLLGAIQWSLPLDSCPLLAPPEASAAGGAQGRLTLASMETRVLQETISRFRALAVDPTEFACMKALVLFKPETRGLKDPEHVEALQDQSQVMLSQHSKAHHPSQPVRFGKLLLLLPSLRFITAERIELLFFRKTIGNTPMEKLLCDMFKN
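system = GST-tagged NR2E3 plus biotinylated RetCOR corepressor | input = 1.35 nM GST-NR2E3 | also added = 7 nM biotin-RetCOR | schedule = 5 h incubation at 4 °C | measured by = TR-FRET with europium anti-GST and streptavidin-D2, 340 nm excitation | read-out = percent loss of FRET ratio relative to control wells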
Shn3 3UTR inh: reduction of Shn3 3'UTR firefly luciferase signal, primary screen, Schnurri-3 inhibitor project, cell-based, Clone20 osteoblasts, set 2. AID 588674, 2011. actives 0.52% (n = 360,000). inhibition, % at 12.5 µM. Clone20 osteoblast Shn3 3'UTR firefly luciferase, 24 h;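 active = mean inhibition of at least 75% with every replicate also reaching 75%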;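 note: 0% = median of neutral control wells and 100% = pilot-screen positive control compound; some compounds past the cut are filed as inactive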
NR2E3 ag-2: NR2E3 agonists in two-hybrid cells, primary screen, cell-based, luminescence, CHO-S, Gal4-NCOR/VP16-NR2E3. actives 0.35% (n = 360,000). inhibition of corepressor binding, % at 3.98 µM. luciferase. Photoreceptor-specific nuclear receptor (Homo sapiens), Q9Y5X4. AID 602229, 2012;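 active = inhibition above the mean of all tested compounds plus 3 SD, cut at about 70% in these data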;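 note: 0% = DMSO with NR2E3 transfected cells and 100% = cells lacking NR2E3 construct; higher means lower luciferase signal from less NR2E3 corepressor binding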
TRPM1 prom inh: inhibitors of MITF-dependent TRPM1 promoter reporter, primary screen, cell-based, SK-MEL-5, single point, luciferase. SK-MEL-5 TRPM1 promoter luciferase, 24 h. inhibition, % at 12.5 µM. actives 0.83% (n = 330,000). AID 488899, 2010;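 active = mean inhibition across replicates of 60% or more, whatever share of single replicates reaches that level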; note: values of inactives mirror those of a sister screen read the other way
HIF-2a inh: HIF-2a reporter inhibitors, primary screen, luminescence, 786-0 RCC cells; 786-0 RCC cells HIF-2a reporter, luciferase luminescence, overnight; inhibition, % at 18.8 µM; actives 0.72% (n = 360,000); AID 624352, 2012;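 active = inhibition of the luminescence signal of 40% or more relative to plate controls, in a single-dose primary screen at 18.75 µM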
Peg3 prom inh: Peg3 promoter-driven luciferase inhibitors, primary screen, cell-based, HeLa, luciferase luminescence; HeLa PEG-Prom luciferase reporter, overnight; inhibition, % at 20 µM; actives 1.7% (n = 360,000); AID 588405, 2011;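 active = inhibition of at least 50% at 20 µM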
TWEAK-Fn14 inh: inhibitors of TWEAK-Fn14 signaling, primary screen, luciferase reporter cells, uHTS; TWEAK-stimulated Fn14 reporter cells, luciferase luminescence, 8 h; inhibition, % at 10 µM; actives 2% (n = 360,000); AID 1159606, 2016; in the data active = inhibition above about 50%
KKLEB cytotox: cytotoxicity in KKLEB CF airway cells, primary screen, cytotoxicity control for CF NF-kB inhibitor project, cell-based, uHTS, fluorescence assay plates; KKLEB CF airway cells viability, ATPlite luminescence, overnight; active compounds read low; cells stimulated with P. aeruginosa culture filtrate; activity change (cytotoxicity), % at 5 µM; actives 0.36% (n = 360,000); AID 602141, 2011;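 active = corrected activity change at or below -50% at 5 µM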
TROY signal inh: inhibitors of TROY-driven NF-kB signaling, primary screen, Q293 LMP1-TROYcd cells, NF-kB luciferase, uHTS; Q293 LMP1-TROYcd NF-kB luciferase reporter, 4 h; actives 0.98% (n = 360,000); inhibition, % at 10 µM;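 active = compounds whose plate-normalised and pattern-corrected inhibition of the luciferase reporter signal at the single screening dose is 50% or more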
C8 TRAIL sens: viability loss with TRAIL in NB7+C8 cells, primary screen, TRAIL sensitizer project, cell-based, ATPlite luminescence; inhibition (viability loss, TRAIL sensitization), % at 10 µM; actives 1% (n = 360,000); AID 624354, 2012;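 active = compounds causing at least 50% loss of cell viability in the single-dose screen, relative to plate controls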
* marks the source's active call; other numbers are inactive results. Some of the compounds tested. The share of hits here may be higher or lower than overall.

O=[N+]([O-])c1ccc(N2CCN(Cc3ccccc3)CC2)c(S(=O)(=O)N2CCOCC2)c1 was read as CF NFkB block 2.1, NR2E3 ag-1 -1.0, Shn3 3UTR inh 1.9, NR2E3 ag-2 9.9, TRPM1 prom inh -6.0, HIF-2a inh 17.3, Peg3 prom inh 7.7, TWEAK-Fn14 inh -19.4, KKLEB cytotox -13.4, TROY signal inh 0.2 and C8 TRAIL sens 0.7.
For COc1ccc2c(c1)[C@H]1[C@H](CO2)[C@H](c2ccccc2)[C@@]2(C)C(=O)N[C@H](C)C(=O)N12 the results were CF NFkB block 5.1, Shn3 3UTR inh -4.9, NR2E3 ag-2 2.2, TRPM1 prom inh -12.9, HIF-2a inh -5.9, Peg3 prom inh 6.1, TWEAK-Fn14 inh 1.2, KKLEB cytotox 3.1, TROY signal inh 0.2 and C8 TRAIL sens 3.4.
For Cc1cc(=O)n2nc(N3CCCC(C(=O)NC4CCCCC4C)C3)sc2n1 (stereo not drawn) the results were CF NFkB block 10.1, NR2E3 ag-1 3.5, Shn3 3UTR inh -12.2, NR2E3 ag-2 -20.5, TRPM1 prom inh 4.5, HIF-2a inh 6.2, Peg3 prom inh -21.2, TWEAK-Fn14 inh 8.8, KKLEB cytotox -3.1, TROY signal inh 6.1 and C8 TRAIL sens 5.8.
`CCOc1ccc(NC(=O)n2ncc3c(C)cccc32)cc1` gave CF NFkB block 0.5, NR2E3 ag-1 -1.1, Shn3 3UTR inh -59.5, NR2E3 ag-2 -34.0, TRPM1 prom inh -57.9, HIF-2a inh -216.5, Peg3 prom inh -285.7, TWEAK-Fn14 inh -6.2, KKLEB cytotox -8.7, TROY signal inh -35.4 and C8 TRAIL sens 36.3.
`Cc1ccc(-n2ncc3c2CC(C)(C)CC3NC(=O)C2CCOCC2)cc1` (stereo not drawn) gave CF NFkB block 5.4, NR2E3 ag-1 1.4, Shn3 3UTR inh -11.3, NR2E3 ag-2 -33.6, TRPM1 prom inh -4.1, HIF-2a inh 9.6, Peg3 prom inh 4.4, TWEAK-Fn14 inh 1.1, KKLEB cytotox 3.4, TROY signal inh 4.2 and C8 TRAIL sens -6.3.
Screening COc1ccc(CN2C(=O)CS/C2=N/N=C/c2ccccc2)cc1 returned CF NFkB block -9.4, NR2E3 ag-1 6.8, Shn3 3UTR inh 10.8, NR2E3 ag-2 -49.4, HIF-2a inh -304.4, Peg3 prom inh -228.6, TWEAK-Fn14 inh -0.9, KKLEB cytotox 7.7, TROY signal inh -48.6 and C8 TRAIL sens -6.9.
COc1ccccc1-n1c(SCC(=O)O)nc2c(sc(=S)n2-c2ccc(C)c(C)c2)c1=O was read as CF NFkB block 1.8, NR2E3 ag-1 -3.7, Shn3 3UTR inh 1.8, NR2E3 ag-2 -9.8, TRPM1 prom inh 5.7, HIF-2a inh 0.5, Peg3 prom inh 5.6, TWEAK-Fn14 inh 9.3, KKLEB cytotox -26.7, TROY signal inh -14.3 and C8 TRAIL sens -2.2.
`NNc1nc2c(-c3ccc(F)cc3)nnn2c2ccccc12` gave CF NFkB block -40.7, NR2E3 ag-1 -1.8, Shn3 3UTR inh -63.4, NR2E3 ag-2 -119.0, TRPM1 prom inh -49.2, HIF-2a inh -292.7, Peg3 prom inh -328.1, TWEAK-Fn14 inh -20.0, KKLEB cytotox -13.2, TROY signal inh -29.5 and C8 TRAIL sens 17.9.
For CCOC(=O)C1CCCN(C(c2ccccn2)c2c(C)[nH]c3ccccc23)C1 (stereo not drawn) the results were CF NFkB block 9.2, NR2E3 ag-1 -1.0, Shn3 3UTR inh 7.6, NR2E3 ag-2 7.5, TRPM1 prom inh -18.9, HIF-2a inh 11.8, Peg3 prom inh 8.1, TWEAK-Fn14 inh -0.3, KKLEB cytotox 1.1, TROY signal inh 21.5 and C8 TRAIL sens 4.2.
For CN1C[C@@H]2[C@@H]3C(=O)N(Cc4ccccc4)C(=O)[C@@H]3[C@](Cc3ccccc3)(C1=O)N2C(=O)c1ccc(C(C)(C)C)cc1 the results were CF NFkB block 32.0, Shn3 3UTR inh 50.3, NR2E3 ag-2 -8.7, TRPM1 prom inh 46.1, HIF-2a inh -29.4, Peg3 prom inh 22.9, TWEAK-Fn14 inh 42.0, KKLEB cytotox -10.4, TROY signal inh 45.9 and C8 TRAIL sens 64.6*.
Screening CCc1ccc(C2C(C(=O)O)c3ccccc3C(=O)N2C)cc1 (stereo not drawn) returned CF NFkB block -0.8, NR2E3 ag-1 6.2, Shn3 3UTR inh 8.6, NR2E3 ag-2 10.4, TRPM1 prom inh -2.1, HIF-2a inh -6.9, Peg3 prom inh 11.4, TWEAK-Fn14 inh 12.0, KKLEB cytotox -12.5, TROY signal inh -2.7 and C8 TRAIL sens -0.3.
`CC(=O)c1ccc(NC(=S)NNC(=O)c2ccncc2)cc1` gave CF NFkB block -1.9, NR2E3 ag-1 2.7, Shn3 3UTR inh -36.3, NR2E3 ag-2 -36.7, TRPM1 prom inh -4.7, HIF-2a inh -50.8, Peg3 prom inh -45.8, TWEAK-Fn14 inh 5.2, KKLEB cytotox -1.4, TROY signal inh -12.7 and C8 TRAIL sens -2.3.

The closing two compounds of the section above are carried over, then new ones follow:
Screening CCc1ccc(C2C(C(=O)O)c3ccccc3C(=O)N2C)cc1 (stereo not drawn) returned CF NFkB block -0.8, NR2E3 ag-1 6.2, Shn3 3UTR inh 8.6, NR2E3 ag-2 10.4, TRPM1 prom inh -2.1, HIF-2a inh -6.9, Peg3 prom inh 11.4, TWEAK-Fn14 inh 12.0, KKLEB cytotox -12.5, TROY signal inh -2.7 and C8 TRAIL sens -0.3.
`CC(=O)c1ccc(NC(=S)NNC(=O)c2ccncc2)cc1` gave CF NFkB block -1.9, NR2E3 ag-1 2.7, Shn3 3UTR inh -36.3, NR2E3 ag-2 -36.7, TRPM1 prom inh -4.7, HIF-2a inh -50.8, Peg3 prom inh -45.8, TWEAK-Fn14 inh 5.2, KKLEB cytotox -1.4, TROY signal inh -12.7 and C8 TRAIL sens -2.3.
Screening COc1ccc(C(=O)N/C(=C\c2cccc3ccccc23)C(=O)N2CCN(C)CC2)cc1 returned CF NFkB block 2.6, NR2E3 ag-1 2.9, Shn3 3UTR inh 8.8, NR2E3 ag-2 -73.8, TRPM1 prom inh 1.1, HIF-2a inh 12.6, Peg3 prom inh -7.0, TWEAK-Fn14 inh -11.0, KKLEB cytotox 0.2, TROY signal inh -3.1 and C8 TRAIL sens 2.8.
`Cc1ccsc1/C=N/NC(=O)Cc1ccc([N+](=O)[O-])cc1` gave CF NFkB block 0.9, NR2E3 ag-1 5.2, Shn3 3UTR inh 6.5, NR2E3 ag-2 -33.9, TRPM1 prom inh 10.9, HIF-2a inh -2.1, Peg3 prom inh 8.0, TWEAK-Fn14 inh -3.8, KKLEB cytotox 2.2, TROY signal inh -9.9 and C8 TRAIL sens 3.5.
For O=[N+]([O-])c1ccc(NCCCO)c(S(=O)(=O)N2CCOCC2)c1 the results were CF NFkB block 6.5, NR2E3 ag-1 -5.4, Shn3 3UTR inh 4.0, NR2E3 ag-2 1.9, TRPM1 prom inh 17.7, HIF-2a inh 12.8, Peg3 prom inh 9.1, TWEAK-Fn14 inh 3.4, KKLEB cytotox 3.2, TROY signal inh 5.2 and C8 TRAIL sens -11.1.
Screening Cc1ccc2nc(NC(=O)CSCC(=O)OCC(=O)c3ccccc3)sc2c1 returned CF NFkB block -4.6, NR2E3 ag-1 -0.2, Shn3 3UTR inh 31.3, NR2E3 ag-2 30.7, TRPM1 prom inh 52.7, HIF-2a inh 70.6*, Peg3 prom inh 53.4*, TWEAK-Fn14 inh 95.6*, KKLEB cytotox 3.5, TROY signal inh 73.0* and C8 TRAIL sens 6.4.
Screening COc1ccc(CNc2cccnc2)c(OC)c1OC returned CF NFkB block -11.9, Shn3 3UTR inh -1.8, NR2E3 ag-2 -17.3, TRPM1 prom inh 6.5, HIF-2a inh -31.9, Peg3 prom inh 9.2, TWEAK-Fn14 inh 4.4, KKLEB cytotox 0.0, TROY signal inh 8.0 and C8 TRAIL sens -16.3.
`O=C(NCc1ccco1)c1ccc(CS(=O)(=O)Cc2ccc(F)cc2)o1` gave CF NFkB block 8.2, NR2E3 ag-1 -0.5, Shn3 3UTR inh -6.2, NR2E3 ag-2 -8.3, TRPM1 prom inh -2.0, HIF-2a inh 20.7, Peg3 prom inh 8.8, TWEAK-Fn14 inh 26.7, KKLEB cytotox -7.2, TROY signal inh 21.4 and C8 TRAIL sens -1.0.
O=C(c1cnn2c(C(F)(F)F)cc(-c3ccc4c(c3)OCO4)nc12)N1CCCCC1 was read as CF NFkB block -6.3, NR2E3 ag-1 -1.3, Shn3 3UTR inh 2.1, NR2E3 ag-2 -10.4, TRPM1 prom inh -7.6, HIF-2a inh 23.1, Peg3 prom inh 15.7, TWEAK-Fn14 inh -9.4, KKLEB cytotox 0.9, TROY signal inh -4.9 and C8 TRAIL sens -2.1.
Screening Cc1ccc(C(=O)NCCN2CCC(n3c(=O)[nH]c4ccccc43)CC2)cc1 returned NR2E3 ag-2 -0.7, HIF-2a inh -10.7, TWEAK-Fn14 inh -0.7, TROY signal inh -12.4 and C8 TRAIL sens 1.1.
CCCCOC(=O)CSc1nc2c(c(=O)[nH]c(=O)n2C)n1C/C=C(\C)Cl was read as CF NFkB block 5.0, NR2E3 ag-1 -0.9, Shn3 3UTR inh -1.7, NR2E3 ag-2 14.3, TRPM1 prom inh 3.0, HIF-2a inh 11.7, Peg3 prom inh 8.8, TWEAK-Fn14 inh 8.1, KKLEB cytotox 4.1, TROY signal inh -12.3 and C8 TRAIL sens -8.7.
Screening c1ccc(C[C@H]2CN=C(Nc3ccccc3)N2CC2CCCCC2)cc1 returned CF NFkB block -15.3, Shn3 3UTR inh 7.9, NR2E3 ag-2 -11.6, TRPM1 prom inh -10.1, HIF-2a inh 12.3, Peg3 prom inh -1.1, TWEAK-Fn14 inh -9.6, KKLEB cytotox 0.8, TROY signal inh -17.2 and C8 TRAIL sens 9.7.
For CCC(Oc1ccc(C)cc1)C(=O)Nc1ccc(S(=O)(=O)Nc2nccs2)cc1 (stereo not drawn) the results were CF NFkB block -4.4, NR2E3 ag-1 3.4, Shn3 3UTR inh 9.5, NR2E3 ag-2 24.7, TRPM1 prom inh 0.6, HIF-2a inh 2.7, Peg3 prom inh -2.4, TWEAK-Fn14 inh 10.5, KKLEB cytotox -2.0, TROY signal inh -11.0 and C8 TRAIL sens 7.5.
